# POLB inh = inhibitors of human DNA polymerase beta; P06746; Pol beta primer extension/strand displacement, fluorescence kinetic; Potency, µM (series often up to 114 µM), for inactives: top-dose activity change, negative = inhibition, actives largely listed as inhibitors; 340,000 compounds, 1.3% hits; AID 485314; also: potency is read from the fitted curve at half-maximal effect; % is scaled to controls: 0 for no effect and ±100 for the full control effect
#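 Values derive from four-parameter Hill fits of normalized kinetic data: reads at 0 and 10 min following addition of 50 nM substrate to 10 nM Pol beta preincubated 15 min with compound.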
# APE1 inh = blocks human APE1 abasic DNA cleavage. P27695. recombinant APE1, TAMRA/BHQ-2 abasic DNA cleavage fluorescence. Potency, µM (series often up to 65.8 µM), without a hit: at the top dose activity change, negative = inhibition, most hits filed as inhibitors. 350,000 compounds, 0.35% hits. AID 2517;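 also: potency is read from the fitted curve at half-maximal effect; plate controls were vehicle for no effect and reference inhibitor for full effect; nearly all actives have a fitted effect of over 55% in size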
#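 Substrate: short duplex with […] THF abasic site, 5'-TAMRA and 3'-BHQ-2, 50 nM final. APE1 at 0.75 nM, preincubated 15 min RT with compound. Fluorescence increase from first to third read measured activity.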
# Apoferritin bind = candidate novel general anesthetic via apoferritin binding; P02791; apoferritin/1-aminoanthracene competitive binding, fluorescence; Potency, µM (top dose mostly 77.5 µM), for the others: at the top dose activity change, negative = displacement, most hits filed as inhibitors; 350,000 compounds, 0.074% hits; AID 485281; also: potency is read from the fitted curve at half-maximal effect; % is scaled to controls: 0 for no effect and ±100 for the full control effect; nearly all actives have a fitted effect of over 20% in size
# Target sequence (P02791 2-175 limits assumed): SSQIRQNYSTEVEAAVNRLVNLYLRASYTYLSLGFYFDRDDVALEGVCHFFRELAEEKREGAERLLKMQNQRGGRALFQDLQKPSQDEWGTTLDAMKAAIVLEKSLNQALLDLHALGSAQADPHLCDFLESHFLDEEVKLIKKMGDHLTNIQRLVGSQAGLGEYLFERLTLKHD
#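 Concentration-response curves derived by four-parameter Hill fitting of normalized fluorescence, where compounds displaced 1-AMA from 10 uM horse apoferritin following a brief 10 min room-temperature incubation; propofol titration acted as positive control.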
# 12-LOX inh = ALOX12 (human) lipoxygenase inhibition; Potency, µM (series often up to 108 µM), without a hit: top-dose activity change, negative = inhibition, hits mostly inhibitors; P18054; AID 1671190; 580,000 compounds, 1.1% hits; purified 12hLO, xylenol orange hydroperoxide absorbance; also: potency is read from the fitted curve at half-maximal effect; % is scaled to controls: 0 for no effect and ±100 for the full control effect
#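 Purified human 12hLO (150 nM final) in 25 mM Hepes, 0.01% Triton X-100, pH 7.0 was preincubated 15 min at room temperature with compound. Then 40 uM arachidonic acid was added, 30 min. Hydroperoxide was read by Fe-XO absorbance ratio 573/405 nm.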
# ERG Ets-DNA blk = ERG Ets/DNA interaction inhibition. fluorescence polarization, His-ERG Ets domain / labelled DNA. 370,000 compounds, 0.028% hits. Potency, µM (doses to about 76.9 µM), inactives show at the top dose FP activity, negative = inhibition, hits mostly inhibitors; active = well fitted inhibition curve with a large enough effect in the polarisation, with a control signal flat; inconclusive = small, poorly fitted or top-dose-only effect, or effect the other way, or a change in a side signal; inactive = no such curve, though single readings can be large or run the other way; the % refers to the polarisation;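 also: polarization taken with two DNA probes labelled with fluorescein and Texas red; potency is read from the fitted curve at half-maximal effect; % of control where 0% means no effect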
#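 His-tagged ERG Ets domain (1 uM in the protein solution; 300mM KCl, 50mM Tris-HCl, 1mM EDTA, 1mM DTT, pH 7.5) received compound, then a probe mix of 5 nM fluorescein-DNA and 100nM Texas-615-DNA. Fluorescence polarization was read for both dyes.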
# Pol iota inh = DNA polymerase iota (human) inhibition; Q9UNA4; Pol iota fluorescent replication assay, 10 min; Potency, µM (series often up to 115 µM), without a hit: top-dose activity, negative = inhibition, usual class: inhibitors; 390,000 compounds, 1% hits; AID 588590; also: potency is read from the fitted curve at half-maximal effect
# Target sequence (Q9UNA4 whole entry, looked up): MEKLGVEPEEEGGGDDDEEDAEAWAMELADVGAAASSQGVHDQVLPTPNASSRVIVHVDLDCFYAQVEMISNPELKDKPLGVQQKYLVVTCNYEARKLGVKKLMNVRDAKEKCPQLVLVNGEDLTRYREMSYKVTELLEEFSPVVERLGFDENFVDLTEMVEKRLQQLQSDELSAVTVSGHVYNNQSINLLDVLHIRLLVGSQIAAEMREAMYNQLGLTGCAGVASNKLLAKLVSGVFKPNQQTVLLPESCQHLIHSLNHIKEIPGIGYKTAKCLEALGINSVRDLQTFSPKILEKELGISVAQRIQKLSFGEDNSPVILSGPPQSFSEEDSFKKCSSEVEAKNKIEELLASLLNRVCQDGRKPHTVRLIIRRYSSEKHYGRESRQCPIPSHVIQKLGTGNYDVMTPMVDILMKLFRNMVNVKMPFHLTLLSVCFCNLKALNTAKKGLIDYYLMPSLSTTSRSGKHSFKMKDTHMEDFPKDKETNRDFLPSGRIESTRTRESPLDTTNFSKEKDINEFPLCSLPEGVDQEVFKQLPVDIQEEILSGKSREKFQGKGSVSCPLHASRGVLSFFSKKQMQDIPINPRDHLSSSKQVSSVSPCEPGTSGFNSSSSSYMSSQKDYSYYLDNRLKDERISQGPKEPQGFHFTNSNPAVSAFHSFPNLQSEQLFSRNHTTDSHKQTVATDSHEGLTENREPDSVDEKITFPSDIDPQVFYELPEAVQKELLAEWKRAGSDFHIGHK
#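 Pol iota at 10 nM preincubated 15 min with compounds at room temperature; reaction started with fluorescent substrate, 50 nM final. Fluorescence read kinetically at 0 and 10 min; buffer-only wells as negative control.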
# BLM inh = Bloom syndrome helicase (human) inhibition | Potency, µM (doses to about 56.1 µM), for the others: at the top dose activity change, negative = inhibition, usual class: inhibitors | 350,000 compounds, 0.2% hits | recombinant BLM DNA unwinding, fluorescence dequenching | P54132;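 also: potency is read from the fitted curve at half-maximal effect; plate controls were vehicle for no effect and no enzyme for full effect; nearly all actives have a fitted effect of over 35% in size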
# TRHR ag = activates the human TRH receptor | 360,000 compounds, 0.18% hits | activation, % at 2 µM | TRHR cells, calcium flux fluo-8, FDSS agonist mode | P34981; in the data active = activation above about 30%; also: 0% is about no effect
#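 TRHR-expressing cells loaded with fluo-8 calcium dye; 23 nL library compound pin-transferred, kinetic FDSS fluorescence (Ex 480/Em 530) recorded about 180 s for agonist-induced calcium release, before a 10 nM TRH EC20 addition for potentiator mode.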
# Pol kappa inh = blocks human DNA polymerase kappa activity | purified Pol kappa, fluorescent DNA synthesis assay, 10 min | Potency, µM (top dose mostly 107 µM), for the others: at the highest dose activity, negative = inhibition, hits mostly inhibitors | 400,000 compounds, 0.53% hits; also: potency is read from the fitted curve at half-maximal effect; % is scaled to controls: 0 for no effect and ±100 for the full control effect
#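 10 nM Pol kappa preincubated 15 min at room temperature with compounds, then reaction started with substrate at 50 nM final. Fluorescence read kinetically at 0 and 10 min; buffer-only wells served as negative control.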
# Starred values were filed as active, the others as inactive; u = inconclusive; x = no result given; [ ] = remark or other dose. Unless noted, calls follow the shape of the dose curve; as a rule, active = well fitted curve in the direction sought with a large enough effect; inconclusive = small, poorly fitted or top-dose-only effect, or another doubt; inactive = no such curve, though single readings can be large; an effect the other way counts as inactive or inconclusive.
SMILES,POLB inh,APE1 inh,Apoferritin bind,12-LOX inh,ERG Ets-DNA blk,Pol iota inh,BLM inh,TRHR ag,Pol kappa inh
CCCNC(=O)CCn1c(=S)oc2ccccc21,-2.3%,1.5%,-5.9%,-1.9%,-7.5%,26.3%,-0.6%,0.2,-2.4%
N#C/C(=C\C=C\c1ccccc1)C(=O)NCc1cccnc1,24.9%,4.2%,-11.8%,20.4%,7.5%,64.8%[activator],0.0%,-1.8,-9.2%
CCC1Nc2ncnc(N3CCCCC3)c2N(Cc2ccc(Cl)cc2)C1=O (stereo not given),x,4.4%,x,u,-1.6%,8.9%,x,x,3.9%
COc1ccccc1C(CNC(=O)CN1C(=O)NC(C)(c2ccc3ccccc3c2)C1=O)N1CCCC1 (stereo not given),x,x,x,419.7%[activator],-1.7%,5.6%,x,x,3.2%
COCCNC(=O)c1ccc(C)c(NC(=O)C2=C(C)OCCS2)c1,56.6%,-13.5%,2.9%,53.1%[activator],5.3%,139.1%[activator],-3.0%,-0.2,-10.1%
COc1ccc(-n2c3c(cc(C(=O)NCc4ccco4)c2=O)C(=O)CC(C)(C)C3)cc1,16.8%,4.1%,-8.5%,51.0%[activator],-9.4%,99.0%[activator],-2.6%,2.5,-2.6%
CN(Cc1ccccc1)c1nnc(NC(=O)Nc2cccc(Br)c2)s1,-4.1%,x,35.8%[activator],-14.8%,-0.4%,59.0%[activator],-15.8%,-0.4,-18.9%
CC1(c2cccc(Br)c2)NC(=O)N(CC(=O)Nc2ccc3c(c2)OCCO3)C1=O (stereo not given),x,9.6%,x,48.0%,9.5%,22.9%,x,x,9.2%
COc1ccc(C(=O)OCc2c(C)noc2C)cc1,19.1%,-4.1%,-7.6%,1.6%,4.2%,113.7%[activator],2.3%,0.4,3.5%
CCc1c(O)nc(SCC(=O)Nc2nc3ccccc3s2)n(-c2ccc(C)cc2)c1=O,-7.7%,-2.3%,0.1%,14.6%,7.0%,-12.0%,-5.4%,0.1,-10.3%
CCOC(=O)c1cnc2c(cnn2C)c1NCCC(O)C(F)(F)F (stereo not given),-13.4%,0.4%,u,1.3%,-4.9%,18.5%,1.5%,-0.2,-0.6%
Cc1ccc(NC2CCCN(C(=O)c3ccc(-n4ccnc4)cc3)C2)cc1C (stereo not given),-23.5%,13.4%,u,-13.9%,3.8%,18.2%,-2.7%,-0.1,-3.6%
CCNC(=S)NNC(=O)c1cc(-c2cccc(OC)c2)nc2ccccc12,-20.8%,1.9%,u,-23.7%,-0.4%,11.0%,-0.4%,-0.7,2.1%
O=C(CCC(=O)N1CCN(C2CCCC2)CC1)Nc1nnc(C(F)(F)F)s1,-8.7%,-2.1%,-3.3%,0.0%,-2.3%,2.4%,-5.7%,-1.4,0.8%
Cc1cc(C)c(S(=O)(=O)N(C)c2ccccc2)c(C)c1,7.4%,-0.8%,-2.6%,-1.6%,4.5%,5.9%,-15.0%,0.6,-6.7%[60.1 µM]
CCC1CCCCN1C(=O)CCS(=O)(=O)c1ccc2c(c1)CCN2C(C)=O (stereo not given),11.5%,-5.9%,-2.8%,0.2%,-3.7%,u,-1.3%,0.7,-1.1%
CCN(CC)S(=O)(=O)c1ccc(C(=O)N2CCN(c3ncccn3)CC2)cc1,31.9%,-3.8%,-5.6%,u,5.7%,13.9%,-5.1%,0.3,5.1%
Cc1ccc(C(=O)COC(=O)c2ccc(O)cc2)cc1,-17.5%,0.4%,u,-6.7%,-1.6%,47.6%[activator],-0.1%,0.6,-11.8%
c1coc(-c2nnc3sc(C4CCCCC4)nn23)c1,14.4%,3.3%,u,-14.8%,-4.7%,-9.0%,2.3%,-1.3,-13.5%
COc1ccc(N(Cc2cccs2)C(=O)c2ccc(Br)o2)cc1,-23.0%,x,2.4%,0.0%,-0.9%,0.5%,-7.4%,0.2,-20.5%
CC1(C)COC(c2cc3c(cc2Br)OCO3)OC1,x,x,x,-15.1%,1.9%,-12.7%,x,x,2.0%
Cc1cn(CC(=O)NCc2ccccc2)c(=O)[nH]c1=O,x,x,x,3.1%,11.0%,2.8%,x,x,-6.2%
CN(Cc1ccncc1)C1CC(=O)N(c2ccc(F)cc2)C1=O (stereo not given),-25.5%,3.5%,-3.8%,-1.5%,3.5%,-18.3%,-0.7%,0.3,-0.5%
CN(C(=O)CSc1nnc(Cc2ccccc2F)n1N)C1CCCCC1,x,-8.7%,x,1.4%,6.7%,49.7%[activator],x,x,-13.0%
COc1ccc(CCC(=O)N2c3ccccc3CC2C)cc1 (stereo not given),1.2%,4.7%,-10.5%,-18.1%,-3.1%,10.0%,-1.5%,-0.6,-3.2%

# More results.
SMILES,POLB inh,APE1 inh,Apoferritin bind,12-LOX inh,ERG Ets-DNA blk,Pol iota inh,BLM inh,TRHR ag,Pol kappa inh
CC(=O)[C@@]1(O)CC[C@H]2[C@@H]3CCC4=CC(=O)CC[C@]4(C)[C@H]3[C@@H](O)C[C@@]21C,28.4%,21.5%,-3.0%,-2.7%,-7.8%,-6.6%,-10.6%,0.2,1.4%
O=C(NCCCN1CCOCC1)/C(=C/c1cccnc1)NC(=O)c1ccccc1,11.6%,5.6%,-3.6%,-6.8%,11.1%,31.1%[activator],-5.2%,-0.3,7.0%
COC(=O)COc1ccc(S(=O)(=O)N2CCCCCC2)cc1,-8.5%,-7.4%,-11.6%,-1.7%,-3.0%,65.7%[activator],-7.9%,0.4,-8.5%
COC(=O)CCCC(=O)N1CCCC(N(C)CCc2ccccc2)C1 (stereo not given),-13.2%,35.0%,-7.0%,3.1%,-2.5%,-6.1%,-2.3%,0.2,-2.6%
Cc1nnc(SCC(=O)NNC(=O)c2ccco2)n1-c1cccc(Cl)c1,10.7%,-1.5%,-0.9%,9.3%,2.1%,15.6%,-1.9%,0.7,-2.4%
CN1CCN(CC(=O)NC2CCCCC2)CC1,-0.3%,4.2%,1.4%,u,3.2%,17.0%,0.8%,0.6,-5.9%
O=C(NCc1ccccc1)c1ccc(CS(=O)(=O)c2c(Cl)cccc2Cl)o1,16.1%,x,-5.1%,-14.2%,-0.4%,12.8%,-1.7%,-0.6,-7.4%
CCCS(=O)(=O)c1nc(S(=O)(=O)c2ccc(C)cc2)c(NCc2ccco2)s1,u,-6.4%,-13.6%,u,-9.1%,-5.0%,-6.0%,0.7,-17.3%
CCCCn1c2c(c(=N)c3c1CCC3)CCC2,-1.4%,19.7%,-11.9%,0.0%,-9.4%,-1.2%,-2.7%,2.3,-7.7%
Cc1ccc(/C=C2\SC(=S)N(CCCC(=O)N3CCOCC3)C2=O)cc1,-0.3%,-6.3%,0.7%,0.0%,14.2%,24.3%,0.0%,-0.2,-2.0%
CC1CN(CCOCCSc2ccc(Cl)cc2)CC(C)O1 (stereo not given),u,-2.9%,-15.5%,u,17.7%,13.2%,-4.9%,-0.4,5.7%
Cc1ccc(-n2ncc3c(=O)n(Cc4cccc(Cl)c4)cnc32)cc1C,7.6%,x,-8.0%,-14.2%,1.7%,-14.5%,-4.1%,0.7,-16.5%
COC(=O)[C@H]1Cc2cnoc2C[C@]1(C)C(=O)O,-0.5%,15.9%,-3.0%,-3.7%,-5.4%,9.0%,2.8%,-0.3,-15.5%
O=C(c1ccccc1)c1nn(-c2ccc(Cl)cc2)c(=O)cc1C(F)(F)F,11.9%,0.4%,u,14.8%,-1.3%,u,-9.8%,x,-24.4%
Cc1nn(Cc2ccccc2Cl)c(C)c1NC(=O)C1C2CCC(O2)C1C(=O)O (stereo not given),2.2%,2.5%,5.9%,-11.4%,10.3%,2.0%,-1.0%,0.0,-11.7%
COc1ccc(NC(=O)Nc2cccc(OCc3cc(=O)n4cccc(C)c4n3)c2)c(OC)c1,5.6%,x,-6.3%,-15.3%,1.6%,-6.5%,-4.6%,-0.2,-9.9%[60.1 µM]
c1ccc(-c2noc(-c3ccno3)n2)nc1,19.4%,18.2%,-2.3%,170.7%[activator],11.6%,100.7%[activator],-6.7%,-0.3,-6.6%
Cc1cccc(OCCSc2nc3ccc(NC(=O)COc4ccccc4)cc3s2)c1,6.0%,x,-10.6%,-19.8%,2.8%,9.9%,-6.4%,-2.7,-13.6%
O=C(CN1CCN(C(C(=O)Nc2ccc(F)cc2)c2ccccc2)CC1)NC1CC1 (stereo not given),x,26.3%,x,3.6%,2.2%,-0.8%,x,0.0,-1.1%
CC(C)C[C@H](NC(=O)OC(C)(C)C)C(=O)N[C@@H](CO)[C@H](O)[C@@H]1C[C@@H]1C(=O)NC1CCCCC1,-0.6%,-4.4%,-4.2%,17.5%,12.7%,-2.1%,-0.6%,0.2,13.0%
Cc1ccc(NC(=O)CN2C(=O)NC3(CCc4ccccc43)C2=O)cc1Cl (stereo not given),-26.6%,4.8%,u,0.0%,2.1%,-5.2%,-7.0%,0.1,-4.6%
CC1CCCN(c2ncnc3c2cnn3-c2ccc(F)cc2)C1 (stereo not given),-1.3%,x,-6.4%,-27.3%,1.6%,8.5%,-1.0%,-0.1,-7.2%[60.1 µM]
Oc1c(Cl)cc(Cl)c(Cl)c1CN1CCOCC1,x,x,x,-3.2%,5.3%,-14.2%,x,x,-7.5%

# 3 structures already listed, ordered by length of the SMILES, smallest number first.
SMILES,POLB inh,APE1 inh,Apoferritin bind,12-LOX inh,ERG Ets-DNA blk,Pol iota inh,BLM inh,TRHR ag,Pol kappa inh
CCC1Nc2ncnc(N3CCCCC3)c2N(Cc2ccc(Cl)cc2)C1=O (stereo not given),x,4.4%,x,u,-1.6%,8.9%,x,x,3.9%
O=C(NCCCN1CCOCC1)/C(=C/c1cccnc1)NC(=O)c1ccccc1,11.6%,5.6%,-3.6%,-6.8%,11.1%,31.1%[activator],-5.2%,-0.3,7.0%
CCC1CCCCN1C(=O)CCS(=O)(=O)c1ccc2c(c1)CCN2C(C)=O (stereo not given),11.5%,-5.9%,-2.8%,0.2%,-3.7%,u,-1.3%,0.7,-1.1%

# Not all compounds are listed; rates above refer to the full screens.
